# L3MBTL1 inh = inhibitors of human L3MBTL1. Q9Y468. AlphaScreen L3MBTL1–H3K9me1 peptide binding. Potency, µM (titrated, usually from 57.1 µM), inactives show at the top dose activity, negative = inhibition, usual class: inhibitors. actives 0.66% (n = 230,000). AID 485360; also: % is scaled to controls: 0 for no effect and ±100 for the full control effect; nearly all actives have a fitted effect of over 60% in size
# Target sequence (Q9Y468 whole entry, looked up): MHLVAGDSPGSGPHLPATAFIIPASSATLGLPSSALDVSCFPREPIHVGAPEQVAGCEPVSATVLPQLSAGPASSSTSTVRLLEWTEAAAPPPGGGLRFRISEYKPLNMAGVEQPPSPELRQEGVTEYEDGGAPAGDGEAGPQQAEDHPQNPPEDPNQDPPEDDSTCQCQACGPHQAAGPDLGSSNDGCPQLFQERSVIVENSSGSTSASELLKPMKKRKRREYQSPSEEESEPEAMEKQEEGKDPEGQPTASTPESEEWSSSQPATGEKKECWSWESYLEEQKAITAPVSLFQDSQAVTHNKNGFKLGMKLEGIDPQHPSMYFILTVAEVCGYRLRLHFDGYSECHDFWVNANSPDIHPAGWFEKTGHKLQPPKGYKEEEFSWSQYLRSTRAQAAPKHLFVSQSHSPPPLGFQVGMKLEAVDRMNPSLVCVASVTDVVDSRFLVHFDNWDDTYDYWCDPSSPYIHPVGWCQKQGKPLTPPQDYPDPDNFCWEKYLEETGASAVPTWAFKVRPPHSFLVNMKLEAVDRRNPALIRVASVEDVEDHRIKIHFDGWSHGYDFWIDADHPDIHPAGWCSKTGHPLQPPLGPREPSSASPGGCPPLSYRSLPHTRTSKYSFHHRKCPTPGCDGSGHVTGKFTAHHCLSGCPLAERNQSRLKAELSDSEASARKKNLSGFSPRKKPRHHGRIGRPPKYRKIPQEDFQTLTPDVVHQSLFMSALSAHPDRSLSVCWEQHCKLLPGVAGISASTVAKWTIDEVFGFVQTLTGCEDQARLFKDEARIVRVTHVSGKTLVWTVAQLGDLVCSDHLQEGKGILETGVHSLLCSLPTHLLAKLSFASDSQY
#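 Displacement of a biotinylated histone H3(1-15) peptide monomethylated at Lys9 (75 nM) from L3MBTL1 (50 nM) was measured by AlphaScreen after a 30 min room-temperature compound incubation; cefsulodin titration served as intraplate control.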
# KDM4E inh = blocks human JMJD2E demethylase activity; JMJD2E catalytic domain, FDH-coupled NADH fluorescence (FDH is formaldehyde dehydrogenase); Potency, µM (highest dose often 57.1 µM), for the others: at the top dose activity change, negative = inhibition, hits mostly inhibitors; B2RXH2; actives 1.6% (n = 230,000); AID 2147; active = well fitted inhibition curve with a large enough effect, not every such curve was filed as active; inconclusive = small, poorly fitted or top-dose-only effect, or another doubt; inactive = no such curve, though single readings can be large or run the other way;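 also: 0% = wells with enzyme and -100% = buffer wells without enzyme; nearly all actives have a fitted effect of over 50% in size; many of its hits are not listed in these tables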
# Luc counter = blocks Kinase-Glo luciferase, a counter-screen artifact. Q27757. Kinase-Glo luciferase, ATP luminescence, 8 min. Potency, µM (top dose mostly 38.3 µM), inactives show at the highest dose activity change, negative = inhibition, actives largely listed as inhibitors. actives 0.28% (n = 200,000). AID 1379; also: % is scaled to controls: 0 for no effect and ±100 for the full control effect; nearly all actives have a fitted effect of over 60% in size
#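 Kinase-Glo luciferase light output from ATP and luciferin was measured with 10 uM ATP, within the enzyme's linear range. Buffer: 50 mM imidazole pH 7.2, 50 mM KCl, 7 mM MgCl2, 0.01% Tween 20, 0.05% BSA; luminescence read after 8 min at ambient temperature.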
# Tau ThT inhib = tau fibrillization inhibition (ThT binding); AID 1460; Potency, µM (top dose mostly 57.4 µM), without a hit: at the top dose activity, negative = inhibition, usual class: inhibitors; actives 2.1% (n = 270,000); recombinant tau K18 P301L (four-repeat tau fragment), heparin-induced fibrillization, ThT fluorescence; also: % is scaled to controls: 0 for no effect and ±100 for the full control effect; nearly all actives have a fitted effect of over 55% in size
# Target sequence (P10636 561-689 P618L limits assumed): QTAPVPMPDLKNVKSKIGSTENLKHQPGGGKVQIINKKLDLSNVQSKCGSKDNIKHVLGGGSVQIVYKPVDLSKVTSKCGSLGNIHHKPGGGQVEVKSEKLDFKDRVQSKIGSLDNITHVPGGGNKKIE
#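 K18 P301L tau (15 uM + 0.24 uM Alexa 594-tagged), heparin 20 uM, NaOAc pH 7, 6 h 37 C; ThT 30 uM, 1 h RT, ex 450/em 510 nm.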
# Lamin A splicing = changes lamin A minigene splicing in HeLa cells | HeLa LMNA splicing GFP/RFP minigene ratio, 48 h | Potency, µM (highest dose often 46.1 µM), for inactives: top-dose ratio change, negative = inhibition, most hits filed as inhibitors | actives 0.01% (n = 200,000); active = well fitted inhibition curve with a large enough effect in the signal ratio, with a control signal flat, not every such curve was filed as active; inconclusive = small, poorly fitted or top-dose-only effect, or effect the other way, or a change in a side signal; the % refers to the signal ratio; also: % is scaled to controls: 0 for no effect and ±100 for the full control effect
#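 S3 HeLa stable clones carrying a lamin A-EGFP splicing minigene plus DsRed2 were seeded at 600 cells/well in Opti-MEM with 2% FBS, pin-dosed and incubated 48 h at 37°C. Acumen cytometry (488 nm) gave the GFP/RFP total-intensity ratio.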
# ALDH1A1 block = blocks purified human ALDH1A1 activity; actives 7.3% (n = 220,000); Potency, µM (titrated, usually from 75.3 µM), without a hit: at the top dose activity, negative = inhibition, usual class: inhibitors; Purified ALDH1A1, NADH fluorescence, propionaldehyde substrate; active = well fitted inhibition curve with a large enough effect, not every such curve was filed as active; inconclusive = small, poorly fitted or top-dose-only effect, or another doubt; inactive = no such curve, though single readings can be large or run the other way;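 also: plate controls were no enzyme wells and a reference inhibitor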
# SMN2 splice up = SMN2 splice variant enhancement. HEK293 SMN2-luciferase splicing reporter, luminescence, 30-36 h. Potency, µM (titrated, usually from 46.1 µM), for the others: at the highest dose activity change, positive = activation, actives largely listed as activators. actives 2.8% (n = 210,000); also: % of control where 0% means no effect; nearly all actives have a fitted effect of over 55% in size
#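 HEK293 cells carry an SMN2 […]–luciferase reporter in which exon 7 inclusion puts luciferase in frame. Cells were plated 10-12 h before compound addition, then incubated 30-36 h at 37C. ONE-Glo luminescence was read; sodium butyrate at 4.5 mM final served as control.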
# RECQ1 inh = blocks DNA unwinding by human RECQ1; RECQ1 DNA unwinding, red fluorescence kinetic read; Potency, µM (doses to about 57.3 µM), for the others: at the top dose activity, negative = inhibition, most hits filed as inhibitors; actives 0.54% (n = 240,000);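 also: plate controls were vehicle for no effect and no enzyme for full effect; nearly all actives have a fitted effect of over 30% in size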
#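 50 nM RECQ1T1 preincubated 15 min with compound in Tris pH 8.0 buffer with MgCl2, DTT, Tween-20 and 2.5 ug/ml poly(dI-dC); started with 200 nM TAMRA/BHQ-2 forked duplex and 2 mM ATP. Unwinding read as fluorescence (525/598 nm), two reads 2 h apart.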
# * hit, by the source's call; i = inactive; u = inconclusive; x = not tested or not shown; [ ] = remark or other dose. Unless noted, calls follow the shape of the dose curve; as a rule, active = well fitted curve in the direction sought with a large enough effect; inconclusive = small, poorly fitted or top-dose-only effect, or another doubt; inactive = no such curve, though single readings can be large; an effect the other way counts as inactive or inconclusive. Potency is read from the fitted curve at half-maximal effect. An excerpt; count on the stated rates, not on these rows.
no.	compound	Luc counter	Lamin A splicing	RECQ1 inh	ALDH1A1 block	KDM4E inh	L3MBTL1 inh	Tau ThT inhib	SMN2 splice up
1	COc1ccccc1N1CCN(C(=O)CCc2c[nH]c3ccccc23)CC1	1%	u	-3%	8%	-6%	-15%	-13%	3%
2	O=C(CS(=O)(=O)Cc1ccccc1)Nc1ccccc1Cl	2%	5%	1%	14%	11%	4%	-3%	10%
3	CCOC(=O)c1c(C)[nH]c(C(=O)N/N=C/c2cccc(OC)c2)c1C	2%	u	-1%	17%	3%	3%	u	14%
4	COc1ccc(NS(=O)(=O)c2cc(NC(=O)c3ccncc3)ccc2N2CCOCC2)cc1	-1%	u	-11%	3%	11%	-5%	2%	7.9µM*
5	O=[N+]([O-])c1ccccc1S(=O)(=O)NCc1cccnc1	1%	x	i	0%	4%	-1%	-2%	9%
6	O=C1c2ccccc2NC(c2cccc(Cl)c2)N1N=C1CCCCCC1 (stereo not given)	4%	10%	-1%	u	u	1%	-9%	16%
7	O=C(Nc1ccc2oc(=O)ccc2c1)c1cccnc1	-11%	-13%	i	u	3%	15%	9%	14%
8	CCCCC(=O)Nc1nnc(C2=COCCO2)o1	4%	-13%[46 µM]	i	-4%	-6%	-10%	-6%	u
9	O=C(NC1CC1)C1=NOC(CNc2ncc(C(F)(F)F)cc2Cl)C1 (stereo not given)	1%	-1%	i	7%	9%	x	-15%	-26%
10	C=CCNC(=O)/C(=C/c1ccco1)NC(=O)c1ccc(Br)o1	4%	-4%	1%	u	-22%	u	u	-4%
11	Cc1ccccc1Nc1nc(Nc2ccccc2C)nc(SC2=NCCS2)n1	6%	u	-10%	0%	-4%	x	-24%	-39%[inhibitor]
12	COC(=O)CP(=O)(c1ccccc1)c1ccccc1	1%	-2%	-11%	12%	-1%	x	-3%	1%
13	CCOc1c(Br)cc(C2NS(=O)(=O)N=C3CCCCCN32)cc1OC (stereo not given)	-3%	-6%	-13%	-14%	2%	0%	3%	16%
14	Cc1ccc(NC(=O)Cn2c(O)c(N=NC(=O)c3cc4ccccc4cc3O)c3ccccc32)cc1	-1%	-1%	-19%	u	-2%	-7%	u	-44%[inhibitor]
15	COC(=O)CCN(C(=O)c1ccc2c(c1)OCO2)c1ccccn1	-1%	1%	4%	1%	8%	x	2%	u
16	COc1cccc(/C=N/NC(=O)c2cc3c(OC)cccc3[nH]2)c1O	-2%	u	i	-6%	25µM*	3%	u	-109%[inhibitor]
17	CCn1cnc2cc(NCc3nc4ccccc4n3C)ccc21	u	-13%	i	-10%	u	x	u	7.1µM*
18	Cc1onc(-c2ccccc2Cl)c1C(=O)Nc1ccc(OCC(=O)N2CCOCC2)cc1	6%	1%	9%	-2%	-2%	6%[11.4 µM]	-6%	16%
19	O/N=C/c1ccnc(SCc2ccc(Cl)cc2)n1	x	x	-14%	1%	-7%	57%[activator]	-14%	x
20	O=C(Nc1c(C(=O)C2CC2)oc2ccccc12)c1ccc(Cl)cc1	1%	-7%	-1%	u	u	10%	-6%	-9%
21	COc1ccc(NC(=O)N2CCN(c3cccc(C(F)(F)F)c3)CC2)cc1	-1%	u	-2%	2%	5%	-4%	-12%	-40%[inhibitor]
22	COc1cc2c(cc1OC)C(c1ccccc1F)OC(=O)C2 (stereo not given)	2%	-17%	-6%	u	u	6%	-4%	16%
23	CCOc1ccccc1Nc1nc2ccccc2n2cnnc12	2%	-10%	0%	u	u	3%	1%	-22%
24	Cn1c(=O)[nH]c(=O)c2c1nc(Sc1nc3ccccc3s1)n2Cc1ccccc1	0%	-11%	8%	16µM*	-2%	x	-16%	-8%
25	CCCCOc1ccc(C2CC(=O)N(C)C2=O)cc1 (stereo not given)	1%	-10%	-7%	-8%	0%	-11%	14%	7%

# Remaining list, next part.
no.	compound	Luc counter	Lamin A splicing	RECQ1 inh	ALDH1A1 block	KDM4E inh	L3MBTL1 inh	Tau ThT inhib	SMN2 splice up
26	COc1ccc(CNS(=O)(=O)c2cccc(S(=O)(=O)N3CCOCC3)c2)cc1	-1%	0%	-18%	u	6%	x	-6%	-28%
27	O=c1cc(COc2ncnc3ccccc23)nc2sccn12	x	x	-29%	x	u	u	-4%	x
28	COc1ccc(/C=C/C(=O)Nc2c(C)nn(C)c2C)cc1COc1ccc(Br)cc1	0%	1%	-11%	-11%	3%	9%	-8%	-33%[inhibitor]
29	COc1cccc(Oc2ccc(N/C=C/C(=O)C(C)(C)C)cc2)c1	-4%	-5%	2%	10µM*	-5%	-14%	3%	-1%
30	Cc1ccc(F)cc1NC(=O)N1CCN(C2c3ccccc3-c3ccccc32)CC1	x	x	i	x	1%	-11%	u	x
31	CC/C(=N\NC(=O)c1ccc(CN(C)S(=O)(=O)c2ccc(C)cc2)cc1)c1ccc(OC(F)F)cc1	-3%	u	-19%	13µM*	8%	2%	-2%	-36%[inhibitor]
32	CCCNS(=O)(=O)c1ccc(OCC(=O)N2CCC(C(=O)OCC)CC2)cc1	1%	9%	1%	8%	0%	4%	-4%	-12%
33	CCOC(=O)c1c(C)n(C)c2ccc(OC)c(NC(=O)CCN3CCC(Cc4ccccc4)CC3)c12	x	x	1%	x	-6%	-19%	-9%	x
34	Nc1n[nH]c(-c2ccccc2)n1	-5%	14%	-1%	u	u	1%	-6%	-5%
35	CCOc1ccccc1N1CSC2=C(C#N)C(c3c(OC)ccc4ccccc34)CC(=O)N2C1 (stereo not given)	1%	2%	u	4.5µM*	7.9µM*	-14%	4µM*	5%
36	CN1/C(=C\C(=O)Nc2cccnc2)c2ccccc2CC1(C)C	1%	-1%	-27%	u	u	-16%	-7%	-4%
37	OC1CCN(Cc2cccc(Oc3ccccc3)c2)CC1	-1%	0%	-8%	6%	0%	6%	0%	19%
38	Cc1sc(NC(=O)c2ccc(F)cc2)c(CN2CCCCCC2)c1C	-11%	-8%	-2%	10µM*	u	-10%	-13%	-38%[inhibitor]
39	CCc1nnc(NC(=O)c2cccnc2SC)s1	-4%	-1%[46 µM]	1%	-9%	-4%	-19%	5%	13%
40	CC(C)CN1C(=O)/C(=C/c2cccs2)NC1=S	1%	-10%	-12%	2µM*	5%	-12%	u	-21%
41	CCOC(=O)N1CCC(NC(=O)C2CCCN(C(=O)c3cc4sccc4n3C)C2)CC1 (stereo not given)	2%	u	-9%	u	1%	5%	-7%	-46%[inhibitor]
42	COc1cccc(C(=O)NCCSc2ccc(F)cc2)c1	1%	18%[46 µM]	4%	0%	2%	14%	0%	13µM*
43	CN1CCN(S(=O)(=O)c2ccc(NC(=S)NC(=O)C3CC3)cc2)CC1	-6%	0%	-5%	1%	-7%	7%	-1%	4%
44	CC(=O)N1CCC(N2CCN(c3ccccc3F)CC2)CC1	-7%	8%	i	15%	14%	1%	-6%	-16%
45	CCCn1c(SCC(=O)c2cc(OC)ccc2OC)nnc1-c1ccco1	-1%	-18%	i	7%	8%	-7%	-3%	3%
46	Cn1nnnc1SCC(=O)N1c2ccccc2CCc2ccccc21	1%	-12%	-4%	-7%	1%	36%[activator][11.4 µM]	1%	20%
47	O=C(Nc1nccs1)C1CC2CCC1C2 (stereo not given)	0%	9%	-4%	-3%	-5%	22%	-7%	-1%
48	COc1ccccc1C(C#N)N1N=C(C)CC1(C)C (stereo not given)	-2%	7%[46 µM]	i	u	-12%	0%	3%	-3%
49	Cc1cc(C)c2oc(=O)cc(CN3CCN(Cc4ccc5c(c4)OCO5)CC3)c2c1	-1%	12%	i	-6%	-6%	0%	-7%	-6%
50	O=c1[nH]c2cc(S(=O)(=O)CCO)ccc2o1	x	x	-6%	-5%	9%	-7%	-9%	x

# (more compounds)
no.	compound	Luc counter	Lamin A splicing	RECQ1 inh	ALDH1A1 block	KDM4E inh	L3MBTL1 inh	Tau ThT inhib	SMN2 splice up
51	CCOC(=O)CSc1nnc(CNC(=O)c2cccs2)n1-c1ccccc1	-4%	2%	i	0%	4%	2%	-10%	-11%
52	O=C(Nc1cccc2c1CCCC2)c1ccc(Cl)c([N+](=O)[O-])c1	-2%	u	-10%	8%	2%	-13%	u	18%
53	O=S(=O)(NC(=NCc1ccccc1)c1ccc(F)cc1)c1ccc(Cl)cc1	5%	23%[46 µM]	i	-14%	1%	3%	2%	8%
54	O=C(CN1CCOCC1)Nc1cc([N+](=O)[O-])ccc1Cl	5%	-14%[46 µM]	i	-6%	2%	6%	3%	-1%
55	Cc1ccc2c(CN3CCN(Cc4ccc5c(c4)OCO5)CC3)cc(=O)oc2c1C	-1%	-7%	i	25µM*	-12%	x	-15%	-21%
56	CCc1nnc(NC(=O)CSc2nc(-c3ccccc3)c(-c3ccccc3)o2)s1	1%	u	1%	u	-30%	6%	1%	0%
57	CC(C)(C)OC(=O)NNC(=O)NC12CC3CC(CC(C3)C1)C2	-1%	x	i	-7%	7%	-1%	-9%	1%
58	Cc1cccc(NC(=S)N=Nc2c(O)[nH]c3ccccc23)c1	13%	u	-3%	-3%	-1%	u	7.9µM*	-51%[inhibitor]
59	CCOc1ccc2ncc(C(=O)c3ccc(OC)cc3)c(N3CCN(CC)CC3)c2c1	1%	-7%[46 µM]	i	0.71µM*	4%	-24%	-6%	14%
60	Cc1nc2ccc(NC(=O)CCS(=O)(=O)c3ccc(Cl)cc3)cc2s1	1%	u	9%	u	1%	-5%	u	-44%[inhibitor]
61	CC(C)(C)S(=O)(=O)c1cnc2c(-c3ccsc3)cnn2c1N	1%	16%[46 µM]	-14%	u	u	7%	-2%	u
62	S=C(NCCc1ccccc1)N/N=C/c1ccccc1Cl	0%	-8%	-14%	-3%	-7%	-5%	-12%	-3%

# Shown as a hit in KDM4E inh, of those listed so far:
No. | canonical_smiles | RECQ1 inh | ALDH1A1 block | KDM4E inh | L3MBTL1 inh | Tau ThT inhib | SMN2 splice up
16 | COc1cccc(/C=N/NC(=O)c2cc3c(OC)cccc3[nH]2)c1O | i | -6% | 25µM* | 3% | u | -109%[inhibitor]
35 | CCOc1ccccc1N1CSC2=C(C#N)C(c3c(OC)ccc4ccccc34)CC(=O)N2C1 (stereo not given) | u | 4.5µM* | 7.9µM* | -14% | 4µM* | 5%
